HepG2 tox: HepG2 cytotoxicity, counter-screen for TGF-b inhibitors; Potency, µM (top dose mostly 46.1 µM), for inactives: top-dose activity change, negative = cytotoxicity, most hits filed as cytotoxic; actives 0.76% (n = 410,000); HepG2 CAGA-GFP viability, ATP luminescence, 18 h; note: potency is the fitted concentration of half-maximal effect; some results filed as inactive show a strong effect at the top dose
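CellTiter-Glo luminescence gave cytotoxicity after 18 hours at 37 degrees C. The cells were HepG2 CAGA-GFP in 1% FBS DMEM, stimulated with 500 pg/mL TGF-beta after compound addition. %Activity was normalised to no-cell wells (complete cell-killing) and DMSO (no toxicity), and curves were fitted and classified.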
A549 viability: counter-screen for Nrf2 inhibitors: cytotoxicity in A549 cells; A549 ARE-Fluc cells, CellTiter-Fluor viability, 18-24 h; Potency, µM (series often up to 46 µM), without a hit: top-dose activity change, negative = cytotoxicity, actives largely listed as inhibitors; actives 0.16% (n = 390,000); note: potency is the fitted concentration of half-maximal effect; % is set by controls: 0 for no effect and ±100 for the full control effect
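A549 ARE-Fluc cells in 5% FBS OPTI-MEM, 5000 cells/well, rested 2 h then exposed to compounds in concentration-response for 18-24 h at 37 °C. Viability by CellTiter-Fluor fluorescence (Ex 405/Em 525) after 30 min; luciferase luminescence (BugLite, 15 min, RT) read afterwards.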
IL2 activator: IL-2 activation. actives 0.065% (n = 360,000). activation, % (series mostly up to about 46 µM). IL-2 activation reporter assay, cell-based qHTS; stimulated with anti-CD3/CD4/CD28 beads; in transgenic mouse T cells; in the data active = activation above about 50%; inconclusive = mostly about 30% to 49%; note: 0% is about no effect
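Unstimulated transgenic mouse T cells; 60-min compound exposure; bead-based TCR/CD4/CD28 stimulation; 18 h culture, 37 degrees C; dual fluorescence (EGFP, DsRed) plate cytometry.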
ATXN2 expr inh: reduces ATXN2 reporter expression in HEK-293 cells; Potency, µM (top dose mostly 57 µM), without a hit: at the top dose activity change, negative = inhibition, usual class: inhibitors; AID 1745845; HEK-293 ATXN2-luciferase reporter, luminescence, 24 h; actives 0.72% (n = 360,000); note: potency is the fitted concentration of half-maximal effect; % is set by controls: 0 for no effect and ±100 for the full control effect; nearly all actives have a fitted effect of over 55% in size
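ATXN2-luciferase reporter cells (luciferase flanked by upstream and downstream ATXN2 gene portions) were treated 24 h at 37 °C with compounds at up to 57 uM. SteadyGlo luminescence gave expression; GF-AFC fluorescence gave viability.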
ATXN viability: viability counter-screen for ATXN expression inhibitors; S2 cells (HEK-293 line with an ATXN2-luciferase reporter) viability, CellTiter-Fluor protease fluorescence, 24 h; Potency, µM (highest dose often 56.7 µM), actives largely listed as cytotoxic; actives 0.49% (n = 400,000); AID 651635; note: potency is the fitted concentration of half-maximal effect; nearly all actives have a fitted effect of over 40% in size
Nrf2 ARE act: activates Nrf2 signaling. AREc32 ARE-luciferase reporter (MCF7-derived line), luminescence, 24 h. Potency, µM (titrated, usually from 46.1 µM), for inactives: top-dose activation, hits mostly activators. actives 0.31% (n = 410,000); note: potency is the fitted concentration of half-maximal effect; % of control where 0% means no effect; nearly all actives have a fitted effect of over 65% in size
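For detection, Steady-Glo was added and plates sat 30 min at RT; before that, AREc32_Fluc cells grown overnight in OPTI-MEM/5% FBS had been treated with 23 nL compound for 24 hr at 37 deg C.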
TGFb inhibitor: TGF-b pathway inhibition; HepG2 CAGA-GFP TGF-b/SMAD3 reporter, GFP fluorescence, 18 h; TGF-beta stimulated, 500 pg/mL final; actives 1.2% (n = 410,000); Potency, µM (titrated, usually from 46.1 µM), without a hit: at the highest dose activity, negative = inhibition, actives largely listed as inhibitors; AID 588855; note: potency is the fitted concentration of half-maximal effect; % is set by controls: 0 for no effect and ±100 for the full control effect; nearly all actives have a fitted effect of over 65% in size
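Using HEPG2 CAGA-GFP reporter cells at 1000 cells/well, we pinned test compounds, stimulated with recombinant TGF-beta (500 pg/mL final) and measured total well GFP after 18 h.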
Nrf2 inh: Nrf2 pathway inhibition; A549 ARE-Fluc reporter, luciferase luminescence, 18-24 h; Potency, µM (titrated, usually from 46 µM), for the others: top-dose activity change, negative = inhibition, hits mostly inhibitors; actives 2.1% (n = 360,000); AID 504444; note: potency is the fitted concentration of half-maximal effect; % is set by controls: 0 for no effect and ±100 for the full control effect; nearly all actives have a fitted effect of over 60% in size
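Nrf2 function is reported as luminescence of an ARE-controlled luciferase in A549 cells. Compounds were tested at several concentrations, and a CellTiter-Fluor read on the same wells flagged cytotoxicity.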
EPAC2 ag: EPAC2 (human) agonism. Q8WZA2. EPAC2 activation, biochemical qHTS; response scale: 100% = 6.5 mM cAMP response. Potency, µM (top dose mostly 154 µM), for the others: at the highest dose activation, usual class: activators. actives 0.079% (n = 360,000); note: potency is the fitted concentration of half-maximal effect; nearly all actives have a fitted effect of over 50% in size
Target sequence (Q8WZA2 whole entry, looked up): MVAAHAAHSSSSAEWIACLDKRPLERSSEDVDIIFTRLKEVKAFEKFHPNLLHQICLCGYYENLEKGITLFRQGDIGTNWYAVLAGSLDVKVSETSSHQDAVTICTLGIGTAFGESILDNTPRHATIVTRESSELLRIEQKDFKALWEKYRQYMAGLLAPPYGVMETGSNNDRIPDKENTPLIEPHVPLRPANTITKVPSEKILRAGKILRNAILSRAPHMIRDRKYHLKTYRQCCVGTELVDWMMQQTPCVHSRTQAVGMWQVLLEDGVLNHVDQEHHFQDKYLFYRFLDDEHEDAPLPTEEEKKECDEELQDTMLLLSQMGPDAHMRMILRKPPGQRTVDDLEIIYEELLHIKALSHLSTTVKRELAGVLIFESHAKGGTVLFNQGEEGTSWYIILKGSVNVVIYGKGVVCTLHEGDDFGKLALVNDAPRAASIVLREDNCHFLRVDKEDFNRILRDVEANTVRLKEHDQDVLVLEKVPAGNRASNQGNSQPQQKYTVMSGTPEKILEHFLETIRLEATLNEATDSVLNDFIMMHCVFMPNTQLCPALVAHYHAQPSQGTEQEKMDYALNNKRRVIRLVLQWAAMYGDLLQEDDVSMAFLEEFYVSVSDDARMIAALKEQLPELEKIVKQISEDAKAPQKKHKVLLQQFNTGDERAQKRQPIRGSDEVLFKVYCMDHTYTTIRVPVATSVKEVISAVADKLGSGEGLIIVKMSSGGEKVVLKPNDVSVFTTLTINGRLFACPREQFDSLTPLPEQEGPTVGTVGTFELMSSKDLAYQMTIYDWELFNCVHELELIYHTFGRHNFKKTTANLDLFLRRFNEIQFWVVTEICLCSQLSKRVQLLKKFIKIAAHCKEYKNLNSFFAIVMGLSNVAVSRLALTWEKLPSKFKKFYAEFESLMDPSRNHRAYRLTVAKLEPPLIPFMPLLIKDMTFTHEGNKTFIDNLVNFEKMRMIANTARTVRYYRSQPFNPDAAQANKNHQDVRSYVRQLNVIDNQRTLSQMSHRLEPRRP
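Fluorescence exchange assay: 100 nM EPAC2 with 250 nM RAP1B-BODIPY-GDP and 50 uM GDP; compounds tested as a concentration-titration series (qHTS). Loss of Rap1-bound BODIPY-GDP fluorescence read at 480/540 nm; data normalized to 6.5 mM cAMP.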
An asterisk follows results filed as active; i = inactive; ? = inconclusive; / = not tested or not shown; & = joins results of further samples; [ ] = another dose, or the depositor's remark. Unless noted, calls come from the whole dose curve; as a rule, active = well fitted curve in the direction sought with a large enough effect; inconclusive = small, poorly fitted or top-dose-only effect, or another doubt; inactive = no such curve, though single readings can be large; an effect the other way counts as inactive or inconclusive. Outcome played no part in choosing rows, and some 4.3% of all compounds hit somewhere here.

SMILES | HepG2 tox | A549 viability | IL2 activator | ATXN2 expr inh | ATXN viability | Nrf2 ARE act | TGFb inhibitor | Nrf2 inh | EPAC2 ag
NC(=O)c1ncn([C@@H]2O[C@H](CNS(=O)(=O)c3cc(S(=O)(=O)c4ccccc4)cs3)[C@@H](O)[C@H]2O)n1 | -10.3% | 2.3% | 0.0 | -2.6% | i | 0.0% | -18.3% | 9.7% | 7.3%
Cn1cc(SCC(=O)NCc2ccc(F)cc2)c2ccccc21 | 4.4% | -11.7% | 0.5 | -9.2% | i | -0.4% | ? | -15.8% | -7.5%
CC(=O)Cc1cc(=O)c2c(C)cc(O)c(C3OC(CO)C(O)C(O)C3O)c2o1 (stereo not given) | -8.8% | -5.3% | -1.5 | 4.5% | i | -0.9% | 0.7% | 2.8% | 5.4%
COc1ccc(OC)c(NC(=O)C2=C(C)C(=O)OC23CCN(C(C)C)CC3)c1 | -52.0% | -1.4% | / | 6.2% | i | 3.0% | -2.3% | ? | /
Cc1nc2ccccc2n1S(=O)(=O)c1ccc(S(=O)(=O)N2CCCCCC2)cc1 | -3.0% | -2.2% | 1.6 | -0.6% | i | 0.1% | 4.5% | -7.4% | 10.8%
Cc1cccc(N=[N+]([O-])c2cccc(C)n2)n1 | -34.4% | -4.8% | -0.3 | 21.9% | i | 8.0% | 1.4% | ? | -1.5%
CN/C(=C\[N+](=O)[O-])NCCSCc1csc(CN(C)C)n1 | -1.7% | -1.0% | -0.1 | 9.1%&-0.1% | i | 0.2% | 7.5% | 7.5% | 2.7%
CCSc1cc(N2CC(C)OC(C)C2)nc(-c2ccccc2Cl)n1 (stereo not given) | -1.5% | 0.3% | -0.4 | 0.1% | i | 0.4% | 2.2% | 11.6% | 7.5%
CCOc1ccccc1N1CCN(CC(=O)Nc2ccnn2C2CCCC2)CC1 | -8.1% | -4.8% | -0.6 | -19.8% | i | -0.8% | -24.5% | ? | 3.4%
Cc1ccc(S(=O)(=O)N[C@H](C(=O)N2CCC3(O)CCCCC3C2)c2ccccc2)cc1 (stereo not given in full) | 5.3% | -18.8% | -0.3 | 0.9% | i | -0.3% | ? | -1.4% | -8.2%
Cc1cccc(-c2cc(C(=O)N/N=C/c3cccnc3)c3ccccc3n2)c1 | -38.1% | 4.7% | -0.4 | -35.1% | i | 5.8% | -0.3% | ? | 25.5%
O=C(Nc1ccc(Cl)cc1)C1Cc2c(-c3ccc(Cl)cc3)ccnc2O1 (stereo not given) | -57.4% | / | -0.8 | ? | i | 3.9% | ? | / | 7.7%
CCC(C)NC(=O)CSc1nc2ccsc2c(=O)n1NC(=O)c1ccccc1 (stereo not given) | 1.5% | 4.3% | -2.0 | 30.5% | i | 12.9% | -2.8% | 1.0% | 2.9%
CC(=O)n1c2ccccc2c2ccccc21 | 6.8% | 2.0% | 2.4 | -3.8% | i | -0.7% | -0.7% | 6.9% | 19.2%
Cc1ccc(C(=O)CCC(=O)OCC(=O)N2c3ccccc3NC(=O)C2(C)C)cc1 | 0.4% | -2.2% | 0.2 | -1.3% | ? | 0.2% | 4.9% | -13.8% | -7.6%

Nothing new here: entries from further up.
SMILES | HepG2 tox | A549 viability | IL2 activator | ATXN2 expr inh | ATXN viability | Nrf2 ARE act | TGFb inhibitor | Nrf2 inh | EPAC2 ag
COc1ccc(OC)c(NC(=O)C2=C(C)C(=O)OC23CCN(C(C)C)CC3)c1 | -52.0% | -1.4% | / | 6.2% | i | 3.0% | -2.3% | ? | /
Cc1nc2ccccc2n1S(=O)(=O)c1ccc(S(=O)(=O)N2CCCCCC2)cc1 | -3.0% | -2.2% | 1.6 | -0.6% | i | 0.1% | 4.5% | -7.4% | 10.8%

Continued.
SMILES | HepG2 tox | A549 viability | IL2 activator | ATXN2 expr inh | ATXN viability | Nrf2 ARE act | TGFb inhibitor | Nrf2 inh | EPAC2 ag
COc1ccc(C(=O)CSc2cc(C)nc3nc(C)nn23)cc1OC | -33.1% | 6.6% | -1.5 | 29.6% | i | 5.9% | -26.7% | 1.5% | 10.0%
C[C@@H]1CN([C@H](C)CO)C(=O)CCCn2nncc2CO[C@H]1CN(C)C(=O)OCc1ccccc1 | -2.5% | / | -1.6 | 8.2% | i | -1.1% | 17.5% | / | 5.9%
COc1ccc(C(=O)Nc2ccc3nc4c(c(Nc5ccc(OC)c(OC)c5)c3c2)CCCC4)c(OC)c1 | -87.7% | ? | / | ? | 28.2µM* | 12.9% | ? | / | /
CC(Oc1cccc(Cl)c1)C(=O)Nc1ccc([N+](=O)[O-])cn1 (stereo not given) | 29.5% | ? | -0.1 | -24.0% | i | -0.1%[9.22 µM] | 24.6% | -26.8% | 10.8%
COC(=O)c1ccc(CSc2ncnc3c2sc2nc(N4CCOCC4)c4c(c23)CCCC4)o1 | -23.0% | -0.2% | -0.3 | -2.9% | i | 1.0% | -2.6% | 3.6% | 0.4%
CCCCC[n+]1ccn(-c2nc3ccccc3nc2[N-]S(=O)(=O)c2ccc(C)cc2)c1 | -4.9% | -0.6% | -2.0 | 0.9% | i | -0.4% | 3.5% | 10.3% | -3.5%
CC1(C)CC(=O)C=C(c2cccc(Br)c2)C1 | -11.9% | 2.0% | 1.6 | 0.4% | i | -0.2% | 12.0% | 7.6% | 6.9%
CCOC(=O)N1CCN(C(=O)Nc2ccc3nc(C)c(C)nc3c2)CC1 | -3.4% | -0.6% | -0.3 | 4.4% | i | -0.2% | 22.5% | -4.8% | 8.9%
Cc1cccc(N2C(=O)c3ccc(C(=O)Nc4c[nH]c(=O)[nH]c4=O)cc3C2=O)c1 | -4.5% | -0.2% | -0.7 | -7.7% | i | -0.5% | 18.1% | -2.5% | 0.1%
Nc1cc(OCC(F)(F)F)cc(OCC(F)(F)F)c1 | -2.2% | 13.8% | 0.7 | 3.6% | i | -1.1% | ? | 2.2% | 1.8%
O=C(c1ccc([N+](=O)[O-])cc1)N1CCSC1c1ccccc1Cl (stereo not given) | 6.0% | -1.7% | -3.4 | -23.0% | i | 1.5% | -7.6% | ? | 5.8%
O=C(CSc1nc2ccccc2[nH]1)Nc1ccc2c(c1)CCC2 | -4.2% | -0.6% | 1.6 | 5.9% | i | 2.5% | -4.5% | -10.5% | -2.4%
Cc1ccc(S(=O)(=O)/N=C(\c2ccc(F)cc2)n2c(C)nc3ccccc32)cc1 | 18.5% | -0.7% | 0.6 | 1.8% | i | -0.5% | -0.3% | 1.0% | 0.0%[15.6 µM]
O=C(NCc1cc(Cl)cc(Cl)c1)c1csc(COCCO)n1 | 7.7% | / | -0.4 | 1.3% | i | -0.3%[9.22 µM] | 6.7% | / | -4.4%
O=S(=O)(c1ccc(-n2cnnn2)cc1)N1CCN(c2cccc(Cl)c2)CC1 | -6.9% | -14.4% | / | / | / | 0.1% | -9.1% | 9.3% | /

An excerpt from above in order of the IL2 activator value, rising.
Molecule	IL2 activator
CCCCC[n+]1ccn(-c2nc3ccccc3nc2[N-]S(=O)(=O)c2ccc(C)cc2)c1	-2.0
C[C@@H]1CN([C@H](C)CO)C(=O)CCCn2nncc2CO[C@H]1CN(C)C(=O)OCc1ccccc1	-1.6
Cc1cccc(N2C(=O)c3ccc(C(=O)Nc4c[nH]c(=O)[nH]c4=O)cc3C2=O)c1	-0.7
CCOC(=O)N1CCN(C(=O)Nc2ccc3nc(C)c(C)nc3c2)CC1	-0.3
Cc1ccc(S(=O)(=O)/N=C(\c2ccc(F)cc2)n2c(C)nc3ccccc32)cc1	0.6
O=C(CSc1nc2ccccc2[nH]1)Nc1ccc2c(c1)CCC2	1.6

The list continues.
SMILES | HepG2 tox | A549 viability | IL2 activator | ATXN2 expr inh | ATXN viability | Nrf2 ARE act | TGFb inhibitor | Nrf2 inh | EPAC2 ag
CCC1=Nc2cc(C(=O)NCCN3CCOCC3)ccc2Sc2ccc(C)cc21 | 2.7% | 5.5% | 19.3 | 2.4% | i | 0.1% | 4.0% | -18.7% | -9.4%
CC(C)N(C(=O)COC(=O)[C@@H]1CC(O)CN1S(=O)(=O)c1ccc(C(C)(C)C)cc1)C(C)C (stereo not given in full) | -29.0% | 3.3% | -1.3 | -24.7% | i | 2.6% | 1.2% | 2.7% | -1.8%
CCC(C(=O)NC1CCCC1)N(Cc1cccs1)C(=O)Cn1nnc(-c2ccc(OC)c(OC)c2)n1 (stereo not given) | -17.8% | -3.4% | -2.1 | -4.1% | i | 0.7% | -8.1% | ? | 1.7%
COc1ccc(C(=O)NCCCN=C2NS(=O)(=O)c3ccccc32)cc1 | -11.7% | 5.2% | -2.4 | -17.5% | i | -0.1% | -1.3% | -3.7% | 7.8%
COc1ccc(N2CCN(C(=O)c3cccn4c(=O)c5ccc(Cl)cc5nc34)CC2)cc1 | 6.9% | 5.6% | / | 6.3% | i | 0.7% | 2.2% | / | /
O=S(OCCN1CCCC1)C(c1ccccc1)c1ccccc1 (stereo not given) | 1.5% | 7.3% | -2.6 | 7.0% | ? | ? | -0.8% | 8.3% | 5.5%
Cc1cccc(S(=O)(=O)Nc2nc3ccccc3nc2NCC2CCCO2)c1 (stereo not given) | -10.3% | -7.8% | -0.8 | -17.9% | i | 0.0% | 0.7% | ? | 9.8%
COc1ccc(C(=O)Nc2ccc3nc(C)sc3c2)cc1S(=O)(=O)N1CCOCC1 | -9.7% | / | -3.4 | / | i | 3.4% | 0.1% | / | 3.2%
Cc1cccc(C(c2sc3nc(-c4ccco4)nn3c2O)N2CCOCC2)c1 (stereo not given) | 4.3% | -0.8% | / | -1.4% | i | -0.4% | 1.0% | / | /
COCCCN(C(=O)c1cccnc1SC)c1c(N)n(Cc2ccccc2)c(=O)[nH]c1=O | -0.2% | 3.6% | -3.3 | 5.6% | i | -0.1% | 4.4% | ? | -1.3%

Screening data (PubChem)
